Assay outcomes (PubChem BioAssay)
TDP1 block – blocks human tyrosyl-DNA phosphodiesterase 1 | Q9NUW8 | recombinant TDP1, AlphaScreen DNA substrate cleavage | Potency, µM (series often up to 130 µM), inactives show at the highest dose activity change, negative = inhibition, usual class: inhibitors | 350,000 compounds, 0.28% hits | AID 485290; also: nearly all actives have a fitted effect of over 40% in size
Target sequence (Q9NUW8 whole entry, looked up): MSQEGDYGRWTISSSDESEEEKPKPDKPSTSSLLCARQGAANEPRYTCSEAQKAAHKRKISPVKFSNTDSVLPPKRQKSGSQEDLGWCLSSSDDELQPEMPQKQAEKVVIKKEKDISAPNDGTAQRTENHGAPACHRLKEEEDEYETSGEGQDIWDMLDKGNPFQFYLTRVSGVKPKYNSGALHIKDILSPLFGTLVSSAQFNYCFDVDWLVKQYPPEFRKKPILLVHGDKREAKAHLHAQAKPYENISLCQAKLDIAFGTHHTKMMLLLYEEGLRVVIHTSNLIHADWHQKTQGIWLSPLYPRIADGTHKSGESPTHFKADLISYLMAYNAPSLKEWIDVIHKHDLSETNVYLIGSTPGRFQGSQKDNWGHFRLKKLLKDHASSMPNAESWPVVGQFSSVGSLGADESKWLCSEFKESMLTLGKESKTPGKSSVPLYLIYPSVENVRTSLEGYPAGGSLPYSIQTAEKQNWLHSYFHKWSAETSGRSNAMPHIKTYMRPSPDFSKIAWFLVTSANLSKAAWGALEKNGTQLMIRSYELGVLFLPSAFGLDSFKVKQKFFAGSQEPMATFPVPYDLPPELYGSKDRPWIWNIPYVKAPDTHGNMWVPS
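Compounds were preincubated with Tdp1 (1 nM final) for 15 min at room temperature before substrate (15 nM final) started a 5 min reaction; beads (10 ug/ml final) were then added for 10 min before AlphaScreen detection.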
N370S GC mod – N370S glucocerebrosidase modulation, Gaucher chaperone candidate. P04062. N370S GC spleen homogenate, 4MU-glucoside fluorescence. Potency, µM (doses to about 59.4 µM), without a hit: at the top dose activity change, negative = inhibition, hits mostly inhibitors. 330,000 compounds, 0.092% hits. AID 2101;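 also: 0% = full enzyme activity and -100% = no enzyme basal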
TDP1 cell noCPT – qHTS for Inhibitors of human tyrosyl-DNA phosphodiesterase 1 (TDP1): qHTS in cells in absence of CPT; DT40 Tdp1-/- hTDP1 cells, no CPT, ATP luminescence, 48 h; Potency, µM (series often up to 46.2 µM), for the others: at the highest dose activity change, negative = growth inhibition, most hits filed as inhibitors; 420,000 compounds, 15% hits; also: nearly all actives have a fitted effect of over 55% in size
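Seeded 400 DT40-hTDP1 cells/well (vehicle DMSO, no 20 nM CPT); pinned compounds; ≥48 hr at 37 °C; CellTiter-Glo luminescence as viability measure.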
Numbers without * were called inactive; u = inconclusive; x = not tested or not shown; & = joins results of further samples; ! = not confirmed by another sample; [ ] = another dose, or the depositor's remark. Calls follow the shape of the dose curve; as a rule, active = well fitted curve in the direction sought with a large enough effect; inconclusive = small, poorly fitted or top-dose-only effect, or another doubt; inactive = no such curve, though single readings can be large; an effect the other way counts as inactive or inconclusive. Unless noted, % is scaled to controls: 0 for no effect and ±100 for the full control effect; potency is read from the fitted curve at half-maximal effect. A portion of the library; the hit share may differ from the screen's.

nr | structure | TDP1 block | N370S GC mod | TDP1 cell noCPT
1 | NC(=O)C1(N2CCCCC2)CCN(C(=S)Nc2ccc(F)cc2)CC1 | -8% | -1% | 2%
2 | CC(C)CN(C(=O)CSc1nc2ccccc2[nH]1)C1CCS(=O)(=O)C1 (configuration not stated) | 0% | x | 2%
3 | CCOc1ccc(NC(=O)c2ccc(CN3CCc4ccccc4C3)cc2)cc1 | x | 3% | -24%
4 | Cc1cc(NC(=O)CCN2C(=O)c3ccccc3C2=O)no1 | 7% | -20% | -8%
5 | CCOC(=O)C(CN1CCCC1)c1ccccc1 (configuration not stated) | -3% | -17% | 3%
6 | O=C(NNC(=O)c1ccc2ccccc2c1)Nc1ccc(F)cc1 | 0% | 3% | 1%
7 | COc1ccc(Oc2ncc3nc(-c4ccc(OC)cc4)c(=O)n(C4CC4)c3n2)cc1 | x | 0% | -1%
8 | CCCOC(=O)c1c(NC(=O)C2c3ccccc3Oc3ccccc32)sc2c1CCC(C)C2 (configuration not stated) | 1% | x | -11%
9 | CC(C)CNC(=S)NNC(=O)c1ccco1 | 6% | 10% | -6%
10 | NC(=O)c1ccccc1NC(=O)CSc1nc2ccccc2c(=O)[nH]1 | 1% | -5% | -28%
11 | Cc1cc(-c2nnc(CSc3nnc(NC(=O)c4ccc(C(C)(C)C)cc4)s3)o2)ccc1[N+](=O)[O-] | x | 5% | 21µM*
12 | O=C(O)CSCC(=O)N1CCCN(c2nc3ccc(Cl)cc3s2)CC1 | -12% | -21% | -7%
13 | CC(C)C(=O)Nc1oc(-c2ccccc2)cc1C#N | x | 7% | -17%
14 | CCOC(=O)c1c(CN(CC)CC)n(-c2ccccc2)c2ccc(O)cc12 | x | -4% | u
15 | CC(C)On1c(SCC(=O)N(C)C)nc2ccccc2c1=O | 3% | 2% | -3%
16 | CCn1c(C)nc2c(C)[n+](CC(=O)c3ccc(Br)cc3)ccc21 | 5% | 0% | -7%
17 | Cn1cccc1C(=O)NC(=O)COC(=O)CCNS(=O)(=O)c1ccc(Cl)cc1 | -11% | x | 10%
18 | CCC(=O)Nc1ccc(/C(C)=N\NC(=O)c2ccc(OC)cc2)cc1 | 0% | -2% | 4%
19 | O=C(COc1nsnc1N1CCOCC1)Nc1ccc(Cl)cc1 | 0% | 6% | 15µM*
20 | CCOC(=O)C1CCN(C(=O)c2ccc3c(c2)S(=O)(=O)c2ccccc2C3=O)CC1 | x | -17% | -21%
21 | Cc1ccc2cc(CCNC(=O)C(C)C)c(=O)[nH]c2c1 | 2% | -1% | 1%
22 | Cc1nc2ncnn2c(C)c1CCC(=O)Nc1ccc(S(=O)(=O)N2CCCCCC2)cc1 | 0% | 1% | -6%
23 | CS(=O)(=O)Nc1ccc([N+](=O)[O-])cc1Oc1ccccc1 | -5% | -11% | u
24 | Cc1ccc(NC(=O)C[n+]2cc(-c3ccccc3)n3c2CCC3)cc1 | 6% | 18% | u
25 | COc1ccc(N(C(=O)c2ccc3c(c2)OCO3)C2C=CS(=O)(=O)C2)c(OC)c1 (configuration not stated) | 3% | 0% | -1%
26 | COc1cccc(CNC(=O)[C@H](C)NC(=O)C2CCN(S(=O)(=O)c3ccccc3)CC2)c1 | 0% | 0% | u
27 | O=C(O)COc1ccccc1/C=N/NC(=O)c1cccc(S(=O)(=O)Nc2cccc(Cl)c2)c1 | 4% | -3% | 1%
28 | Cc1ccc(Cl)cc1N1CCN(C(=O)C2CCN(S(C)(=O)=O)CC2)CC1 | 5% | -2% | 5.8µM*
29 | O=C(/C=C/c1ccco1)Nc1cccc(-c2nc3ccccc3[nH]2)c1 | 5% | 2% | 23µM*
30 | O=C(Nc1ccccn1)c1ccc(Br)c(S(=O)(=O)N2CCCCC2)c1 | 2% | -1% | u
31 | CC(C)CN(Cc1cc(=O)oc2cc3c(cc12)CCCC3)CC(C)C | 3% | 3% | 21µM*
32 | Cc1ccc2cccc(OC(=O)c3ccc4c(c3)OCCO4)c2n1 | -6% | 16% | u
33 | COc1ccc(C(=O)N/C(=C\c2cn(C)c3ccccc23)C(=O)N2CCOCC2)cc1OC | 3% | 1% | 4%
34 | Fc1cc(Cl)c(OCc2noc(-c3ccsc3)n2)c(Cl)c1 | -4% | 11% | -26%
35 | CC(=O)Nc1cc2c(=O)n(Cc3ccccc3)c(C)nc2cc1N1CCOCC1 | 1% | 15% | -26%
36 | CN(C)CCNC(=S)Nc1ccc(Br)cc1 | 0% | u | -13%
37 | CCOc1ccc(CCNC(=O)CSCC(=O)Nc2cccc(C)c2)cc1OCC | 0% | -1% | u
38 | Cc1cccc(C)c1NC(=O)CS(=O)CC(=O)NCCCc1ccccc1 (configuration not stated) | -1% | 2% | -4%
39 | CCN(CC(=O)Nc1c(F)cccc1F)C(=O)CCCNC(=O)c1ccc(Cl)cc1 | 1% | -13% | -11%
40 | CC(=O)N1CCN(CC(=O)Nc2ccc([N+](=O)[O-])cc2Br)CC1 | -5% | -3% | -4%

Three of the compounds above, screen by screen.
#39 CCN(CC(=O)Nc1c(F)cccc1F)C(=O)CCCNC(=O)c1ccc(Cl)cc1
#34 Fc1cc(Cl)c(OCc2noc(-c3ccsc3)n2)c(Cl)c1
#37 CCOc1ccc(CCNC(=O)CSCC(=O)Nc2cccc(C)c2)cc1OCC
entry no.	39	34	37
TDP1 block	1%	-4%	0%
N370S GC mod	-13%	11%	-1%
TDP1 cell noCPT	-11%	-26%	u

Other compounds follow.
nr | structure | TDP1 block | N370S GC mod | TDP1 cell noCPT
41 | CCN(CC)C(=O)c1cnn(-c2ccccc2)c1NC(=O)c1cccc(F)c1 | 7% | 4% | -5%
42 | COc1ccc(OC)c(-c2csc(N(C)C(=O)Cc3ccccc3)n2)c1 | 1% | 28% | -19%
43 | Cc1cccc(CCNc2nc3ccc(C)cc3n3cnnc23)c1 | x | 10% | 0%
44 | CC1(c2ccccc2)NC(=O)N(CC(=O)NCc2ccc3c(c2)OCO3)C1=O (configuration not stated) | 10% | -7% | 0%
45 | COc1ccc(NC(=O)Cc2ccccc2)cc1 | 2% | 7% | -13%
46 | Cc1ccc(C)c(-n2c(-c3cccnc3)n[nH]c2=S)c1 | u | -1% | -21%
47 | CCN1CCN(C(=O)Cn2c(-c3cccs3)cc3ccccc32)CC1 | 9% | x | -19%
48 | CC(NC(=S)NCCCN1CCOCC1)C1CC2CCC1C2 (configuration not stated) | 2% | -2% | u
49 | CCOCCCNC(=O)C1CCN(S(=O)(=O)CC)CC1 | 2% | -25% | 1%
50 | Cc1ccc(Cl)cc1NC(=O)Cn1c(=O)oc2cc(S(=O)(=O)N3CCCC3)ccc21 | 5% | x | 9.2µM*
51 | O=C(CCN1C(=O)/C(=C/c2ccccc2Cl)SC1=S)NNC(=O)c1cccnc1 | 6% | -16% | -28%
52 | CO/N=C(\C(=O)N[C@@H]1C(=O)N2C(C(=O)O)=C(COC(C)=O)CS[C@H]12)c1csc(N)n1 (stereo in doubt) | 20µM*! | -5%&1% | u
53 | COc1ccc(N2CCN(C(=O)Cn3cnc4sc(C)c(S(=O)(=O)N5CCCCC5)c4c3=O)CC2)cc1 | 3% | x | u
54 | OC(COc1ccc2c(c1)OCO2)CN1CCCC1 (configuration not stated) | -3% | 7% | 3%
55 | CCn1c(SCc2ccc(C)cc2)nnc1-c1cnccn1 | 5% | 7% | -16%
56 | c1ccc(Cn2nnc3c(Nc4ccc5c(c4)OCO5)nc(C4CC4)nc32)cc1 | 9% | 13% | u
57 | Cc1cc(C)cc(-n2c(SCC(=O)NCc3ccc4c(c3)OCO4)nc3ccccc3c2=O)c1 | -1% | -4% | 18µM*
58 | Cc1cc(C)nc(SCc2nnc(SCc3ccc([N+](=O)[O-])cc3)n2Cc2ccco2)n1 | 7% | -3% | u
59 | COc1ccc(CNC(=O)CN2C(=O)CC(c3ccccc3)=Nc3ccccc32)cc1 | 6% | 12% | u
60 | CC(C)(C)c1nnc(NC(=S)Nc2ccccc2)s1 | 4% | 5% | u
61 | CCCc1cc(C(=O)Cc2nc3ccccc3s2)c(O)cc1O | 6% | 29% | -26%
62 | CC(C)NC(=O)Nc1cccc2c1O[C@H](CN(C)C(=O)NC(C)C)[C@@H](C)CN([C@H](C)CO)C2=O | 1% | x | 2%
63 | Cc1ccccc1N1CCN(C(=O)CN2C(=O)c3ccccc3C2=O)CC1 | 3% | 17% | -2%
64 | O=C(NCc1ccco1)c1ccc(CNc2c(N3CCCCC3)c(=O)c2=O)cc1 | 4% | -6% | 0%
65 | CCOc1ccc(N(CC(=O)NC(C)CC)S(C)(=O)=O)cc1 (configuration not stated) | 5% | 3% | -1%
66 | N=c1ccn(Cc2cccc(Cl)c2)cc1 | -3% | 21% | 2.1µM*
67 | CN1CCN(c2nc(NCc3ccco3)nc(N)c2[N+](=O)[O-])CC1 | x | -9% | -23%
68 | CCCNC(=O)Cn1c(=O)cc(C)c2c(C)nn(-c3cccc(F)c3)c21 | -1% | x | -18%
69 | COc1cccc(-c2nc3cc(C)ccc3o2)c1 | x | 11% | -26%
70 | CC(=O)Nc1ccc(S(=O)(=O)NCCCc2ccccc2)cc1 | x | -6% | u
71 | CCOc1ccnc2c1c(=O)n(Cc1cc(OC)cc(OC)c1)c(=O)n2C | 2% | 14% | 0%
72 | COc1ccc(Nc2cc(Nc3ccccc3)ncn2)cc1 | x | -3% | 6%
73 | COc1cc2c(cc1OC)-c1cc(NC3CCCCC3)nc(=O)n1CC2 | 3% | 0% | -12%
74 | CCC1CN(C(=O)Nc2ccccc2F)c2cc(C)ccc2O1 (configuration not stated) | -6% | x | u
75 | c1ccc(-c2ccncc2)nc1 | 0% | x | -1%
76 | Cc1nc2ccccc2c(=O)n1-c1ccc(NS(=O)(=O)c2ccc(F)cc2F)cc1 | 2% | 4% | -14%
77 | CC(C)[C@H](NC(=O)OC(C)(C)C)[C@@H](O)CC(=O)OC(C)(C)C | 7%[21 µM] | -3%[12.8 µM] | x
78 | N#CC1=C2SCCN2C(=O)C(C#N)C12CCCCC2 (configuration not stated) | -2% | 2% | -14%
79 | CCn1ncc(Cl)c1C(=O)Nc1ccncc1 | 4% | -9% | -23%
80 | COc1cccc(CNC(=O)CN(C)S(=O)(=O)c2cnc[nH]2)c1 | -1% | -4% | -19%
81 | CCc1ccnc(NS(=O)(=O)c2ccc3c(c2)CCO3)c1 | 9% | 1% | -1%
82 | O=C(Nc1ncc2c(n1)CC(c1ccco1)CC2=O)c1ccco1 (configuration not stated) | -10% | -3% | -11%
83 | O=C(CSc1nnc(-c2cccnc2)n1Cc1ccco1)N1c2ccccc2Sc2ccccc21 | 7% | 14% | -22%
84 | C[C@H](CO)N1C[C@H](C)[C@@H](CN(C)C(=O)Nc2ccc(C(F)(F)F)cc2)Oc2ccc(NC(=O)Cn3cnnn3)cc2C1=O | 1% | x | -2%
85 | COc1ccc2c(=O)c3c(=O)n(-c4ccccc4)c(-c4ccco4)nc3oc2c1 | 8% | 2% | u
86 | COc1ccc(CN(C(=O)c2cc3ccccc3oc2=O)C2CCCC2)cc1 | 5% | 2% | -26%
87 | CS(=O)(=O)Nc1ccc(C(=O)Nc2ccc(S(=O)(=O)N3CCCCC3)cc2)cc1 | 2% | -11% | -2%
88 | O=C(NC1=NCCS1)c1cc(-c2ccc(F)cc2)nc2ccccc12 | 3% | 8% | u
89 | CC(=O)Nc1ccc(S(=O)(=O)NCC2CCC(C(=O)NCCc3ccc(C)cc3)CC2)cc1 (configuration not stated) | 3% | x | -10%
90 | COC(=O)CSc1nnc(COc2cccc3ccccc23)o1 | x | -1% | -13%
91 | CCC(C)NC(=O)c1c(F)c(F)c(F)c(F)c1F (configuration not stated) | 2% | 6% | 10%
92 | S=c1[nH]c2ccc(Cl)cc2[nH]1 | -2% | 14% | -30%
93 | COc1cccc(NC(=O)CSc2cc(=O)n(C)c3ccc(Cl)cc23)c1 | 0% | x | u
94 | CC1CN(CCOc2ccccc2C(C)C)CC(C)O1 (configuration not stated) | x | -2% | -18%
95 | CN(CC(=O)Nc1ccc(F)cc1)C(=O)CN1C(=O)NC2(CCCCC2)C1=O | 3% | x | -20%

From no. 89 up to 91, copied from above:
nr | structure | TDP1 block | N370S GC mod | TDP1 cell noCPT
89 | CC(=O)Nc1ccc(S(=O)(=O)NCC2CCC(C(=O)NCCc3ccc(C)cc3)CC2)cc1 (configuration not stated) | 3% | x | -10%
90 | COC(=O)CSc1nnc(COc2cccc3ccccc23)o1 | x | -1% | -13%
91 | CCC(C)NC(=O)c1c(F)c(F)c(F)c(F)c1F (configuration not stated) | 2% | 6% | 10%

Rewritten with one line to a screen: part of the list above
(89) CC(=O)Nc1ccc(S(=O)(=O)NCC2CCC(C(=O)NCCc3ccc(C)cc3)CC2)cc1 (configuration not stated)
(90) COC(=O)CSc1nnc(COc2cccc3ccccc23)o1
(91) CCC(C)NC(=O)c1c(F)c(F)c(F)c(F)c1F (configuration not stated)

| Assay by compound | 89 | 90 | 91 |
| --- | --- | --- | --- |
| TDP1 block | 3% | x | 2% |
| N370S GC mod | x | -1% | 6% |
| TDP1 cell noCPT | -10% | -13% | 10% |
